Compound activity as filed in PubChem.
XiGFP reactiv: reactivates the inactive X chromosome in mouse fibroblasts. 0.055% of 360,000 active. activation, % at 7.58 µM. XiGFP mouse fibroblasts, % GFP-positive cells imaging, 3 d; cells co-treated with 5-aza-dC sensitizer; scaled so ellipticine positive control = 100%;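 active = mean normalized replicate activation at least 10% and every replicate at or above 10%; inconclusive = only one of the two criteria met; inactive = mean below 10% and not all replicates reach 10%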;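 note: 0% = median of on-plate neutral control wells and 100% = ellipticine 6 µM median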
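Schedule: 3 d treatment, 15 min room-temperature fixation; system: 68-5-11 XiGFP fibroblast line; buffer or medium: DMEM plus 5-aza-dC sensitizer; control set: ellipticine 6 µM positive control; compound: one concentration, pinned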
DENV2 CPE: protects cells from dengue virus 2 cytopathic effect; DENV2-infected cells, cytopathic effect rescue, plate reader; CPE inhibition, % at 9.99 µM; 1.7% of 350,000 active; in the data active = CPE inhibition above about 20%, passing the limit was not always enough; inconclusive = no clear call, values can overlap the other calls; tested in BHK-21 cells;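 note: 0% = median of neutral control wells and 100% = median of positive control wells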
ARNT-TACC3 inh: ARNT/TACC3 interaction disruption; inhibition, % at 9.99 µM; 0.66% of 390,000 active; AlphaScreen His-ARNT PAS-B/GST-TACC3 binding, luminescence; TACC3 fragment carries E629A point mutation;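 active = mean inhibition of replicates at least 50% and at least half of replicates each reaching 50%; inconclusive = half or more replicates reach 50% but mean below 50%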;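 note: 0% = complete ARNT plus TACC3 wells and 100% = ARNT alone without TACC3; many hits fall short of the cut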
ERp5 inh: blocks human ERp5 reductase activity on insulin | Q15084 | ERp5 insulin aggregation, absorbance 650 nm, 90 min | inhibition, % at 9.99 µM | 0.05% of 350,000 active | AID 651711;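 active = mean replicate inhibition above about 25%, with every replicate also reaching it, limit read from the data, passing the limit was not always enough; inconclusive = only one of those two criteria met; inactive = neither criterion met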
Target sequence (Q15084 whole entry, looked up): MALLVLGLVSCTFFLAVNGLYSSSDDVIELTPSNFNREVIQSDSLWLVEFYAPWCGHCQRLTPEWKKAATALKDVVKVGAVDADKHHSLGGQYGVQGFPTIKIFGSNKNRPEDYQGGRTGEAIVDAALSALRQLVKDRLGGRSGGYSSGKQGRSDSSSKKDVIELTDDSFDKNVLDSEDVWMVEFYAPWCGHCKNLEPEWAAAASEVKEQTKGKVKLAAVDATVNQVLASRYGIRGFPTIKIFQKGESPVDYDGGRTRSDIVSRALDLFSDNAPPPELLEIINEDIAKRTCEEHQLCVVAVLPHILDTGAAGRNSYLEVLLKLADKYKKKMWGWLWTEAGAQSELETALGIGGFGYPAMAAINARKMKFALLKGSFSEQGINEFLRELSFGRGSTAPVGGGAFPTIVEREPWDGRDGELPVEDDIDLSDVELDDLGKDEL
PAX8 reporter: PAX8 transcriptional activity inhibition; inhibition, % at 12.6 µM; RMG-I TPO-luciferase reporter, SteadyGlo, 24 h; 1.2% of 360,000 active;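 active = mean replicate inhibition at least 60% with every replicate also reaching 60%; inconclusive = only one of the two criteria is met; inactive = mean below 60% and not all replicates reaching 60%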;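 note: luciferase light reporting Pax8 driven TPO promoter activity; plate controls were median of neutral control wells for no effect and mitoxantrone controls for full effect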
INS-1E GSIS act: GLuc luminescence reporter in INS-1E cells, primary screen for activators of glucose-dependent secretion of insulin | INS-1E GLuc reporter insulin secretion, 2-3 h | activation, % at 16.6 µM | 0.61% of 370,000 active | AID 743287;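 active = lowest replicate activation of at least 40%, so every replicate reaches that level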;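 note: 0% = median of neutral control wells and 100% = median of IBMX positive control wells; some compounds called inactive have numbers as strong as hits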
EWS-Fli block: EWS/Fli transcriptional activity inhibition | A673 NR0B1-luciferase reporter, viability-normalised | inhibition, % at 12.6 µM | 0.67% of 350,000 active | AID 651661;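 active = mean inhibition of at least 50% after viability correction, with every replicate also passing that limit; inconclusive = mean reaches 50% but only one of two replicates passes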;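 note: firefly luciferase signal divided by Alamar Blue viability fluorescence both relative to DMSO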
F508del corr: correctors of CFTR F508del function in bronchial epithelial cells; CFBE cells, YFP halide quenching; stimulated with forskolin plus potentiator P3; % fluorescence drop versus neutral controls; activity (quench increase), % at 7.58 µM; 0.36% of 350,000 active; AID 720511;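 active = mean added fluorescence quench of at least 8% versus neutral control, with both replicates also reaching 8%; inconclusive = only one of the mean or replicate conditions met; inactive = mean below 8% and not both replicates reaching 8%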;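 note: cells transiently co-express mutant CFTR-F508del with the halide-sensitive YFP; corrector assay measuring rescue of mutant channel to the surface after 24 h compound exposure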
Active calls of the source: *; ? = inconclusive; . = no result given; & = joins results of further samples.

mol	ARNT-TACC3 inh	ERp5 inh	INS-1E GSIS act	DENV2 CPE	F508del corr	PAX8 reporter	EWS-Fli block	XiGFP reactiv
C[C@@H]1CCC[C@]2(O[C@@H](CCO)C[C@H](O)[C@H]2O)O1	-4	1	24	?	-1.1	-11	-4	-0.2
O=C1CNC[C@H]2[C@H](c3ccc(C4=CCCC4)cc3)[C@@H](CO)N12	.	-2	6	-5	-0.4	.	-8	0.0
COc1ccc(CNC(=O)Cn2ccc(NC(=O)OCc3ccccc3)nc2=O)cc1	2	5	11	13	-0.2	-44	-3	0.0
C=CCN(CC=C)c1ncnc2[nH]ncc12	1	-7	44	?	-1.7	-67	-12	0.1
S=C(NC1CCCC1)N1CCN(C/C=C/c2ccccc2)CC1	.	4	-26	9	.	6	16	0.4
CSCCC(NC(=O)c1ccc(Cl)cc1Cl)C(=O)NNC(=O)c1csc(N2CCOCC2)n1 (stereo not drawn)	-9	8	9	-4	-0.9	-8	.	0.1
O=C(OCCN1C(=O)c2cccc3c(N4CCOCC4)ccc(c23)C1=O)c1ccccc1Cl	-21	.	-41	.	.	9	.	0.6
Cc1cc(NC(=O)CCC(=O)N(CC(=O)NC2CCCC2)c2ccc(F)cc2)no1	-9	-1	3	2	0.6	10	2	0.4
O=C1NC[C@H](CCCCN2CCN(Cc3ccccc3)C(=O)C2=O)N(Cc2ccccc2)C1=O	.	-3	-1	8	-1.2	-16	2	0.1
Cc1ccc(CC(=O)NCC(O)c2ccccc2)cc1 (stereo not drawn)	-2	4	1	-4	3.2	-32	-13	0.0
CCCNC(=O)c1cccc(COc2ccccc2OC)c1	2	4	-5	0	3.7	-59	-41	0.0
CO[C@@H]1CN(C)C(=O)c2ccc(NS(=O)(=O)CC(F)(F)F)cc2OC[C@H](C)N(C(=O)NC(C)C)C[C@H]1C	.	.	-5	.	-0.3	.	-1	-0.1
Cc1ccc(C(=O)c2ncc[nH]2)cc1	1	5	22	52*	0.6	-92	-91	0.1
O=C(NCCS(=O)(=O)NCc1ccco1)c1ccccc1	-7	2	37	?	-4.2	-21	2	0.1
O=[N+]([O-])c1ccc(O)c(C=Nc2cccc3ncccc23)c1	.	-3	2	-1	0.1	-9	-18	0.4
Cc1c(CC(=O)N2CCC(C(=O)O)CC2)c(=O)oc2cc3c(cc12)CCC1(CCCCC1)O3	-256	8	.	-7	1.7	.	-1	.
O=C(c1nc2ccccn2c1CN1CCCC(OCc2ccccc2)C1)N1CCCC1 (stereo not drawn)	-1	4	10	5	4.3	-4	7	0.0
COc1ccc(N2C(=O)c3ccc(C(=O)Nc4ccccc4OC)cc3C2=O)cc1	-2	2	7	15	-3.9	4	-8	0.0
Cc1nonc1C(=O)N/N=C/c1cc2c(cc1Br)OCO2	5	9	3	-8	4.2	-44	-2	0.0
NS(=O)(=O)c1ccc(NCc2cc(Cl)ccc2OCc2ccc(F)cc2)cc1	4	1	-10	-9	1.9	48	1	0.0
O=C(CSc1nc2ccccc2c(=O)n1-c1ccc(Cl)cc1)N/N=C/C=C/c1ccccc1[N+](=O)[O-]	0	5	-16	1	.	-10	7	0.0
CO[C@H]1CN(C)C(=O)c2ccc(NS(=O)(=O)c3cn(C)cn3)cc2OC[C@H](C)N(CCC(F)(F)F)C[C@H]1C	-8	-1	9	-1	-3.4	-20	0	0.3
O=C([C@H]1[C@H](CO)[C@H]2Cn3c(cccc3=O)[C@@H]1N2CC1CCCC1)N1CCCCC1	-3	7	10	3	0.4	-9	2	0.0
Cc1ccc(/C=N/NC(=O)CNC(=O)c2ccc(S(=O)(=O)N3CCCC3)cc2)o1	-8	0	11	-7	.	7	2	0.1
CN(CCC1CCOCC1)C(=O)CC1C(=O)NCCN1CC1CCCCC1 (stereo not drawn)	.	-1	-19	-5	.	6	12	0.6
Cc1ccc(C(O)c2ncc(-c3ccc(Cl)cc3)[nH]2)c(C)c1 (stereo not drawn)	.	-3	-26	13	-1.6	2	-2	0.0
Cc1ccc(S(=O)(=O)NC(CC(C)C)C(=O)Nc2ccncc2)cc1 (stereo not drawn)	-2	1	-4	-7	-0.1	3	-1	0.2
C/C(Cn1nc([N+](=O)[O-])cc1C)=N\NC(=O)COc1ccc(Cl)cc1Cl	0	.	10	.	.	13	.	0.3
Cc1ccc(NC(=O)c2ccn(C(=O)Nc3ccccc3)n2)c(C)c1	-6	1	11	4	0.4	-68	-15	0.0
C[C@@H]1CN([C@H](C)CO)S(=O)(=O)c2ccc(-c3cccnc3)cc2O[C@@H]1CN(C)C(=O)C1CC1	.	.	14	.	3.4	.	-10	-0.1
Cc1ccc(S(=O)(=O)Nc2ccc3c(c2)C(=O)N([C@H](C)CO)C[C@@H](C)[C@H](CN(C)C(=O)Nc2cccc4ccccc24)OCCCC[C@@H](C)O3)cc1	12	-2	-1	-8	2.1	79*	18	0.1
C[C@@H]1CCCCO[C@H](CN(C)S(C)(=O)=O)[C@H](C)CN([C@H](C)CO)C(=O)c2cc(N(C)C)ccc2O1	6	1	-10	?	-2.1	-13	1	1.2
CC(C)C[C@H]1COc2cccc(NCCO)c2S(=O)(=O)N1	.	-1	0	-3	-1.7	4	12	0.1
O=C(Cn1nc(Cc2cccnc2)c2ccccc2c1=O)Nc1cc(F)ccc1F	-9	4	26	.	1.7	-2	-5	-0.1
CNC(=O)C[C@@H]1CC[C@H]2[C@H](COc3ccc(NC(=O)NCc4ccccc4)cc3C(=O)N2C)O1	-1	.	5	1	3.0	-27	6	0.0
Cc1ccc(-c2cc(C(=O)N3CCN(C(=O)c4ccco4)CC3)[nH]n2)cc1C	-3	0	-1	2	-1.8	11	.	0.2
CC1CCCC(CC(N)=O)CC1 (stereo not drawn)	-3	3	4	3	0.5	6	-12	-0.1
COc1ccc(S(=O)(=O)N2CCc3ccccc32)cc1C(=O)N1CCN(C=O)CC1	4	-5	-1	-3	-1.9	13	10	0.0
O=C(NCc1ccccc1)Nc1nnc([C@@H]2C[C@H](O)[C@@H](CO)O2)s1	.	-1	.	0	-0.5	-3	-12	0.2
CC(C)C(=O)Nc1ccc2c(c1)C(=O)N(C)[C@@H]1CC[C@@H](CC(=O)NCc3ccccc3F)O[C@H]1CO2	-5	.	-4	5	-1.1	-4	5	0.6
O=C(C(Sc1ccccc1)c1ccccc1)N1CCN(c2ccccc2)CC1 (stereo not drawn)	-1	.	-10	.	.	5	.	0.0
COc1ccc(CNCCS(=O)(=O)NCc2ccccc2)cc1	1	4	1	?	-0.7	-20	13	0.0
C/C(=N\Nc1nc2ccccc2[nH]1)c1ccc2c(c1)OCCO2	30	3	1	-4	6.2	-10	-10	0.3
C[C@H](CCC(=O)NCC(=O)O)[C@H]1CC[C@H]2[C@@H]3[C@H](O)C[C@@H]4C[C@H](O)CC[C@]4(C)[C@H]3C[C@H](O)[C@]12C	-3&-3&1	4&-2&4	-6&11&4	12&19&-18	0.6&0.3&3.3	3&-22&-27	4&-7&-6	0.1&0.1&0.0
O=C(NNC(=O)c1n[nH]c2ccccc12)c1ccccc1	-2	-6	15	1	-1.0	-13	-24	0.4
Cc1ccc(-n2c(-c3ccccc3)c[n+]3c2CCc2ccccc2-3)c(C)c1	7	1	-50	1	0.0	91*	35	0.1
Cn1cccc1C(=O)NNC(=O)COc1ccc(Br)cc1	-2	5	19	-9	-1.4	-19	-4	0.2
Nc1ccc(C(=O)N(CCO)CCO)cc1	-10	7	10	4	-2.7	16	6	0.0
CCOC(=O)C1CCCCN1Cc1cn(C)nc1-c1ccccc1F (stereo not drawn)	2	-1	5	-4	0.1	1	4	0.4
O=C(CCl)Nc1sccc1C(=O)c1ccccc1	-2	.	.	0	-4.0	-9	34	-0.1
Cc1ccc(C)c(OCc2cc(C(=O)N3CCc4sccc4C3)no2)c1	3	1	13	-6	-0.7	9	-3	0.0
COCC(=O)N1[C@H](C#N)[C@H](c2ccccc2-c2ccccc2)[C@H]1CO	.	-6	2	-10	4.6	10	-3	0.2
Cc1nn(CC(=O)Nc2ccc(N3CCOCC3)cc2)c(C)c1[N+](=O)[O-]	2	9	5	4	0.6	11	-1	0.3
COc1ccc(F)cc1C(=O)C1CCCN(C(=O)c2ocnc2C)C1 (stereo not drawn)	8	8	7	5	2.7	19	0	0.0
CCC(=O)N[C@@H]1CC[C@@H](CCn2cc(CN(C)C)nn2)O[C@H]1CO	0	1	9	8	-2.7	-1	-1	-0.5
CCCCn1nnnc1C(c1cccc(OC)c1OC)N1CCN(C/C=C/c2ccccc2)CC1 (stereo not drawn)	.	1	-54	-7	1.0	12	8	-0.2
Cn1c(CNC(=O)c2ccco2)nnc1SCCOc1ccccc1	-4	0	-2	16	-3.1	-17	-4	0.2
O=C(CN1C(=O)C2C3C=CC(C3)C2C1=O)Nc1nncs1 (stereo not drawn)	4	16	-13	2	-9.5	7	-5	0.0
Cc1ccc2nc(-c3ccccc3)c(-c3ccccc3)nc2c1	5	-2	18	-4	-3.7	-2	3	0.0
Cc1cccc2c3c([nH]c12)CCNC3	-1	-7	0	13	0.4	7	16	0.2

The results go on.
mol	ARNT-TACC3 inh	ERp5 inh	INS-1E GSIS act	DENV2 CPE	F508del corr	PAX8 reporter	EWS-Fli block	XiGFP reactiv
CCOC(=O)N1CCC(NC(=O)c2cc(C(=O)NC3CCCC3)ccc2CO)CC1	-1	0	-10	?	2.5	8	0	-0.1
N#Cc1ccc(CSc2nnc3ccccn23)cc1	-8	2	0	-3	-0.6	0	-9	0.1
COCC(=O)N1CC2(C1)[C@H](c1ccccc1)[C@@H](CO)N2Cc1ccccc1OC	.	0	-4	16	0.6	4	5	0.0
CCOC(=O)CCCc1ccc(/C(C)=N/NC(=S)NC)cc1	6	-1	-20	-3	0.4	-20	-4	0.3
COc1ccc(OC)c(NC(=O)Nc2nc(CN(C)C)cs2)c1	.	8	9	-18	-2.8	10	-3	0.1
CNC[C@@H]1Oc2ccc(NC(=O)Cn3cnnn3)cc2CC(=O)N([C@@H](C)CO)C[C@H]1C	-1	-4	24	7	0.5	-1	-5	-0.4
Cc1nn(CC(=O)N2CCOCC2)c(=O)c2nn(-c3ccccc3)c(C)c12	-2	6	0	0	2.0	-14	-4	0.0
Cc1ccc(Cl)cc1N1CCN(S(=O)(=O)c2c(C)noc2C)CC1	-3	2	-13	-10	1.9	-14	11	0.0
COC(=O)CSC1=C(C#N)C(c2ccccc2)CC(=O)N1 (stereo not drawn)	-2	2	0	.	1.3	.	14	.
COc1ccc(NC(=O)N(C)C[C@@H]2Oc3c(NC(=O)Nc4ccc(F)cc4)cccc3C(=O)N([C@@H](C)CO)C[C@@H]2C)cc1	3	-1	-9	-1	-2.8	.	-7	0.5
O=C(Cc1cccnc1)N1CC(=O)N2[C@@H](CO)[C@@H](c3ccc(C#CC4CC4)cc3)[C@@H]2C1	.	1	-2	4	-1.4	-4	-2	0.1
COc1ccc(CNC(=O)Nc2cc(C)ccc2C)cc1	.	-10	2	-4	-3.9	-7	-4	0.1
